# From PubChem
# AddAB inh: growth inhibition of E. coli expressing H. pylori AddAB, primary screen, AddAB inhibitor project, absorbance; inhibition, % at 11.9 µM; 0.29% of 330,000 active; in the data active means inhibition above about 12%;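 further: 0% = vehicle wells of infected cells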
# CAL PDZ FP-1: CAL PDZ peptide-binding inhibitors, primary screen, biochemical, fluorescence polarization, Cer-tagged CAL PDZ, HTS; purified CAL PDZ, TMR-peptide fluorescence polarization, 1 h; AID 504414, 2011; Golgi-associated PDZ and coiled-coil motif-containing protein (Homo sapiens), Q9HD26; inhibition, % at 20 µM; 0.02% of 330,000 active;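 active means highest replicate inhibition of at least 40%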;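 further: plate controls were DMSO neutral control wells for no effect and unlabeled competitor peptide control wells for full effect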
#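 Test system: purified CerCALP PDZ construct; Compound dosing: one concentration, 20 µM compound; Also added: TMR-labelled reporter peptide T*-PRC34 bound in PDZ groove; Read-out: inhibition from polarization loss; Controls: unlabelled peptide and DMSO controls; Signal: FP readout, S and P plane fluorescence; Incubation: 1 h at RT.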
# E coli growth: E. coli V3065 growth inhibition, primary screen, counter-screen for AddAB inhibitor project, absorbance, OD600; inhibition, % at 11.9 µM; 0.27% of 330,000 active; 18 h;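 active means inhibition above the campaign's mean inhibition across all tested compounds plus 3 SD, cut at about 9.9% in these data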;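 further: uninfected addAB+ strain grown without phage in ampicillin broth; 0% = DMSO wells and 100% = ciprofloxacin 0.95 µg/ml wells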
# MITF TRPM1 HTS: activators of MITF-driven TRPM1 promoter reporter, primary screen, cell-based, SK-MEL-5, luciferase, single point. activation, % at 12.5 µM. SK-MEL-5 TRPM1-promoter luciferase, 24 h; % of positive control, neutral wells = 0. AID 588334, 2011. 0.75% of 300,000 active;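 active means mean activation of at least 80% with every replicate also reaching 80%; inconclusive means mean reaches 80% but some replicate falls short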;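 further: 0% = neutral control wells and 100% = parthenolide positive control wells; values of inactives mirror those of a sister screen read the other way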
# phage Ecoli inh: growth loss of phage-infected E. coli, primary screen, RecBCD inhibitor project, absorbance, with phage, HTS | inhibition, % at 11.9 µM | 0.26% of 360,000 active; in the data active means inhibition above about 11%
# SR-BI DiI inh: inhibitors of SR-BI mediated HDL lipid uptake, primary screen, ldlA[mSR-BI] cells, fluorescence, single point. Scavenger receptor class B member 1 (Mus musculus), Q61009. ldlA[mSR-BI] CHO cells, DiI-HDL uptake fluorescence, 3 h. inhibition, % at 12.5 µM. 0.96% of 320,000 active. AID 488896, 2010;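 active means mean replicate inhibition of at least 70% and a set share of replicates each scoring 70 or more; inconclusive means meets just one of the two criteria; inactive means fails both criteria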;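 further: 0% = median of neutral control wells and 100% = median of positive control wells; values of inactives mirror those of a sister screen read the other way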
# Target sequence (Q61009 whole entry, looked up): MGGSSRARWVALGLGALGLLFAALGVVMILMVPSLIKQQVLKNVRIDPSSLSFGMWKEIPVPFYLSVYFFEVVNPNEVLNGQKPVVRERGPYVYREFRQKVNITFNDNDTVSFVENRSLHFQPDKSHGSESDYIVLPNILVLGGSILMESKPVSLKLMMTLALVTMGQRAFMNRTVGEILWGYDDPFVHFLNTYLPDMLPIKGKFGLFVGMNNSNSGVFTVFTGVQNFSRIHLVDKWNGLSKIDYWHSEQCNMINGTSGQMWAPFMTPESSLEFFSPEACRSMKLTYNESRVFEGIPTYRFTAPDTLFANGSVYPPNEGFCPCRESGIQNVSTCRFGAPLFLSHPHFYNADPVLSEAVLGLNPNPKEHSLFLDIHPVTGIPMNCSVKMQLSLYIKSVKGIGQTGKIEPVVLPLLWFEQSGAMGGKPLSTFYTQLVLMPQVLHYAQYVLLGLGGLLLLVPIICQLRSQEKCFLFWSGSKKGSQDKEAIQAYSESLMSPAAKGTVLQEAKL
# Wnt act: Wnt/beta-catenin pathway activators, primary screen, cell-based, plate reader, single point | 1.2% of 300,000 active | Wnt/beta-catenin reporter cell assay, activator | activation, % at 9.35 µM | AID 743398, 2014; in the data active means activation above about 30%, passing the limit was not always enough; inconclusive means no clear call, values can overlap the other calls;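 further: 0% = neutral control wells and 100% = positive control wells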
# CAL PDZ FP-2: untagged CAL PDZ binding inhibitors, primary screen, biochemical, fluorescence polarization, HTS; Golgi-associated PDZ and coiled-coil motif-containing protein (Homo sapiens), Q9HD26; purified CAL PDZ, TMR-peptide fluorescence polarization, 1 h; inhibition, % at 24.9 µM; 0.92% of 300,000 active; AID 602252, 2012;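 active means mean inhibition of at least 30% with at least half of replicates also reaching 30%; inconclusive means no clear call, values can overlap the other calls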;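 further: 0% = DMSO neutral control and 100% = excess unlabeled competitor peptide PRC23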
# Tat transport: E. coli Tat export inhibitors, primary screen, MC4100, TorA-mCherry reporter, fluorescence, single point; 0.036% of 340,000 active; inhibition, % at 10 µM;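 active means mean replicate inhibition at least 50% and at least half of replicates individually reaching 50%; inconclusive means only one of the two criteria met; inactive means neither criterion met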;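 further: exported cargo escapes ClpAP degradation while cytoplasmic cargo is degraded and loses fluorescence; 0% = median of neutral control wells and 100% = median of NaSCN control wells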
# SR-BI DiI-HDL act: activators of SR-BI mediated DiI-HDL uptake, primary screen, ldlA[mSR-BI] CHO cells, DiI fluorescence. 0.096% of 320,000 active. 3 h; 100 = double the neutral-control signal. AID 504775, 2011. activation, % at 12.5 µM;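 active means mean replicate activation of at least 60% and every replicate at or above 60%; inconclusive means mean or all-replicate condition met, but not both; inactive means mean below 60% and not all replicates reaching 60%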;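 further: 0% = median plate neutral-control signal and 100% = twice that signal; values of inactives mirror those of a sister screen read the other way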
#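 Test system: SR-BI-overexpressing, LDLR-lacking CHO cells. Measured by: DiI fluorescence, bottom read. Medium: Ham's F12 with 0.5% BSA, HEPES 25 mM, pH 7.4. Timing: 3 h uptake period with compound, 37 °C.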
# Numbers without * were called inactive; u = inconclusive; x = not tested or not shown. Outcome played no part in choosing rows; any-hit rate near 3.6%.
SMILES,AddAB inh,CAL PDZ FP-1,E coli growth,MITF TRPM1 HTS,phage Ecoli inh,SR-BI DiI inh,Wnt act,CAL PDZ FP-2,Tat transport,SR-BI DiI-HDL act
CCCCN1C(=O)C(=O)N(CC(=O)Nc2ccccc2C(=O)OCC)C1=O,0.8,0.2,1.9,-1,1.2,-9,1,0,-8,9
CCOC(=O)C1CCN(C(=O)c2cc3cc4ccc(OC)cc4nc3o2)CC1,5.2,-1.1,-0.8,-6,1.4,-33,30,1,4,33
CC(C)(C)c1cc(S(=O)(=O)CCc2ccccn2)cc(C(C)(C)C)c1F,2.1,0.8,-0.8,2,2.8,-20,-3,-5,28,20
CCOC(=O)N1CCN(C(=O)c2ccc3c(c2)N=C(CC)c2cc(C)ccc2S3)CC1,1.0,0.0,2.2,-15,1.3,69,-2,x,-3,-69
Cc1ccc2nc(SCC(=O)NCc3ccccc3Cl)nc(=O)n2c1,1.1,-0.6,-1.5,5,0.4,-39,-2,x,5,39
COc1cc2c(cc1OC)CN(C1CCC(C(C)(C)C)CC1)CC2 (stereo not drawn),x,-1.6,x,x,2.9,-19,-5,2,3,19
O=S(=O)(NCCc1ccc(F)cc1)c1ccc(F)cc1Br,0.1,-2.7,-2.3,1,1.3,13,-1,x,3,-13
N#Cc1c2c(c[nH]c1=O)CCN2Cc1ccccc1,2.7,-0.6,2.2,0,-3.6,-21,x,x,-4,21
CCOC(=O)N1CCN(C(=O)CN2C(=O)CC(C)(C)S(=O)(=O)c3ccccc32)CC1,1.4,-2.5,0.2,7,1.5,-4,x,-3,0,4
CC(C)(C)N1CC23CCC(C[C@@H]2C1=O)O3 (stereo partly drawn),-1.3,1.0,-2.4,3,3.0,-11,-2,0,-1,11
O=C(Nc1ccc2oc(-c3ccccc3F)nc2c1)c1ccc([N+](=O)[O-])o1,x,-1.5,x,12,0.1,-7,14,-5,9,7
COc1ccc(S(=O)(=O)N(C)CC(=O)Nc2cccc(C(C)=O)c2)cc1Cl,2.0,-0.9,2.0,-8,0.0,11,-4,2,-1,-11
NC(=O)CSc1nc2c(sc(=S)n2-c2ccccc2)c(=O)[nH]1,x,-0.8,x,0,-12,-11,-4,7,7,11
COc1ccc(C(=O)CSc2nccn2C)cc1,1.8,-1.8,1.1,79,1.0,x,17,6,-2,x
Cc1nnc(NC(=O)CS(=O)(=O)Cc2ccccc2)s1,x,-3.9,x,3,1.7,-10,-2,1,8,10
CCOc1ccc(C2/C(=C(\O)c3cccc(OC)c3)C(=O)C(=O)N2c2cc(C)on2)cc1OC (stereo not drawn),0.7,0.3,0.2,-7,2.5,-13,x,-2,-7,13
O=C(NCc1cccnc1)c1c[nH]c2cc3c(cc2c1=O)OCCO3,2.8,-1.0,-0.5,x,2.8,-143,x,-4,5,u
CC1CCCCC1NC(=O)CN(C)S(=O)(=O)c1cccc2cccnc12 (stereo not drawn),0.3,-0.8,0.6,-5,0.6,-17,-1,-4,1,17
COc1ccccc1NC(=S)N(CCCN1CCOCC1)Cc1cccs1,0.2,-0.8,0.1,1,1.1,-10,-2,-4,-7,10
CN(C(=O)CN1C(=O)NC(c2ccccc2)(c2ccccc2)C1=O)C1CCS(=O)(=O)C1 (stereo not drawn),1.3,-4.1,-2.6,-6,3.5,7,-1,0,5,-7
COc1cccc(NC(=O)CSc2nc3ncc(Br)cc3[nH]2)c1,6.4,-2.9,4.9,3,4.6,-28,2,0,-5,28
Cc1cc(C)n2nc(C)c(-c3ccccc3)c2n1,0.1,0.4,4.0,x,2.2,-13,-2,6,13,13
COc1ccc(CC(=O)NNc2ncnc3c2cnn3-c2ccc(C)cc2)cc1,3.1,-0.6,-0.1,-7,3.7,9,0,-1,-5,-9
O=C1NN=C(c2ccccc2)CC1c1c[nH]c2ccccc12 (stereo not drawn),4.2,0.3,2.5,-3,3.6,9,0,x,4,-9
Cc1ccc(-n2nnc3c(=O)oc4ccccc4c32)cc1,5.2,-0.5,1.9,-51,2.0,-37,x,-1,-5,37
CCN=C1SC(CC(=O)Nc2ccccc2OCC)C(=O)N1CC (stereo not drawn),0.3,-1.1,-0.2,-6,3.5,70,x,x,1,-70
CN(C)C(=O)Cn1c(SCC(=O)Nc2ccc3c(c2)OCO3)nc2ccccc21,0.6,-1.3,-1.2,x,1.6,-9,0,x,8,9
Cn1c(SCC(=O)Nc2ccccc2F)nnc1-c1ccc(S(=O)(=O)N2CCOCC2)cc1,-0.8,-1.2,-0.6,-7,4.0,0,0,3,6,0
Cn1nnc(NC(=O)c2cccc(OCc3ccccc3)c2)n1,-1.6,-2.7,0.6,-13,2.2,-28,-1,0,-4,28
O=C(N/N=C/c1cccc([N+](=O)[O-])c1)c1cccc(Br)c1,0.5,-1.2,-0.3,70,6.2,53,19,-7,-9,-53
CCN(CC(=O)Nc1cc(Cl)ccc1C)c1ncnc2sc(C)c(C)c12,1.9,-2.1,-1.0,-4,1.2,-10,-7,-1,-5,10
Cc1noc(C)c1COC(=O)CCN1c2ccccc2Sc2ccccc21,1.5,0.6,0.1,x,4.0,9,-4,-4,6,-9
Cc1cc(O)c(NC(=O)c2ccco2)cc1C,5.6,-1.5,6.1,26,2.8,-13,22,-3,10,13
CC(C)C(NS(=O)(=O)c1cccs1)C(=O)N1CCc2ccccc2C1 (stereo not drawn),4.5,-0.5,0.9,-1,3.5,-6,x,-4,-1,6
N#Cc1ccccc1S(=O)(=O)N1CCN(C(=O)CCC2CCCC2)CC1,-1.3,-0.4,-1.9,-1,1.7,-1,-3,-4,-5,1
Cc1nn(-c2ccc(C(F)(F)F)cn2)c(C)c1Oc1ccccc1O,3.2,-0.1,1.8,20,2.7,1,x,0,8,-1
Cc1ccc(NC(=S)NCc2cccs2)cc1,1.9,0.2,1.6,1,2.0,6,x,-2,4,-6
CC(=O)Nc1ccccc1-c1nc2ccccc2nc1OCC(=O)c1ccc(Br)cc1,-0.1,x,-1.1,12,-2.5,9,-1,-7,-9,-9
CN(CC(=O)Nc1cccc(F)c1)C(=O)CSc1nc2ccccc2s1,3.6,-3.5,-2.0,-7,5.3,3,0,-9,0,-3
CCOc1ccc(N(CC(=O)Nc2ccccc2C(=O)N2CCCC2)S(C)(=O)=O)cc1,3.3,-2.1,-0.4,x,1.7,x,-1,-3,-5,x
O=c1[nH]c(CN2CCc3ccccc32)nc2scc(-c3cccs3)c12,0.6,-0.5,-1.6,-10,-0.6,-4,x,-4,-2,4
CCOC(=O)c1sc(NC(=O)c2ccccc2C(=O)O)c(C(=O)OCC)c1C,-2.2,-1.2,-1.1,4,-1.4,-12,2,-2,6,12
COCCn1c(SCC(=O)Nc2cccnc2Cl)nc2ccccc21,-1.9,-1.0,-0.8,-4,3.6,0,-5,-5,10,0
COP(=O)(OC)C(NC(=O)Nc1ccccc1)c1ccccc1 (stereo not drawn),0.3,-1.5,0.8,-2,2.5,-20,4,-1,4,20
Cc1ccc(CN2CCN(CC(C)C)C(CCO)C2)s1 (stereo not drawn),1.6,-3.6,0.7,53,4.5,-23,x,0,6,23
CN(C(=O)COC(=O)CSCc1cccc(Cl)c1)c1c(N)n(Cc2ccccc2)c(=O)[nH]c1=O,1.3,0.0,0.0,1,-2.1,-12,-2,-11,-1,12
Cc1ccn2c(CNCc3cnn(C)c3)c(C(=O)N3CCCCCC3)nc2c1,3.4,-0.8,0.8,4,4.1,-32,1,x,-8,32
NC(=O)C1CCN(c2nc(-c3cccc(N)c3)cs2)CC1,1.4,0.2,0.1,52,2.3,4,9,3,1,-4
COc1cc(COc2ccc3c(C)c(CCC(=O)O)c(=O)oc3c2)cc(OC)c1OC,-1.7,-3.2,0.0,1,-0.1,-2,2,-12,-7,2
Cc1ccc(CN2C(=O)CCC2C(=O)NCc2ccc3c(c2)OCO3)cc1 (stereo not drawn),1.1,1.0,0.2,3,0.3,-40,x,-2,3,40
COc1cc2c(=O)n(CCC(=O)NCC3CCCO3)c(=O)n(CC(=O)Nc3ccc(C)cc3C)c2cc1OC (stereo not drawn),1.5,-0.4,-4.1,-3,-2.0,4,0,2,1,-4
COc1ccc(-c2cnc(N)n2C)cc1,2.2,-1.5,0.7,-3,5.6,-17,-1,-1,-4,17
CC(=O)Nc1ccc(NC(=O)CSc2nnc(-c3ccco3)o2)cc1,4.1,0.6,1.3,6,2.9,-16,-23,4,3,16
N#Cc1nc(-c2ccco2)oc1N1CCc2ccccc2C1,0.4,0.0,-0.7,28,0.9,-5,x,-2,7,5
C=CCn1c(COc2cccc(C)c2)nnc1SCn1nnc2ccccc2c1=O,1.0,-0.7,1.9,1,1.7,10,-2,-3,0,-10
CC(C)C1Oc2ccccc2C(=O)N(CC(=O)c2ccc3c(c2)OCCO3)C1=O (stereo not drawn),2.4,-2.2,-0.9,58,1.3,38,33*,-4,5,-38
O=C(N/N=C/c1ccc(F)cc1)c1ccc(-n2cnnn2)cc1,x,-1.1,x,1,2.9,5,-2,x,-1,-5
COc1ccc(Cc2noc(CN3CCCN(C4Cc5ccccc5C4)CC3)n2)cc1OC,3.4,0.6,-1.7,-11,3.7,-7,0,-2,-8,7
Cc1ccc(S(=O)(=O)c2nc(S(C)(=O)=O)sc2N2CCC(O)CC2)cc1,4.6,-0.2,2.1,-12,0.6,-15,0,-4,-1,15
COCCNS(=O)(=O)c1cc(OC)ccc1OC,0.5,-3.1,0.3,-2,5.6,-10,-2,-2,-7,10
COc1ccc(-c2nn(-c3ccccc3)cc2/C=N/NC(N)=S)cc1OC,2.2,-1.7,2.3,4,1.0,61,-14,-2,22,-61
